Screening results from PubChem BioAssay.
CHRM1 agonist – human M1 muscarinic receptor agonists, primary screen, Fluo-8 calcium fluorescence, CHO-K1 cells, HTS; activation, % at 3 µM; Muscarinic acetylcholine receptor M1 (Homo sapiens), P11229; 360,000 compounds, 0.33% hits; AID 588814, 2011; CHO-K1 hM1, agonist mode; 0% DMSO, 100% acetylcholine EC100;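 active = activation above the run's mean compound activation plus 3 SD, cut at about 16% in these data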;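 note: peak over basal fluorescence ratio within a 140 s kinetic read after compound addition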
CHRM1 antagonist – human M1 muscarinic receptor antagonists, primary screen, CHO-K1 cells, Fluo-8 calcium fluorescence, 1536-well; Muscarinic acetylcholine receptor M1 (Homo sapiens), P11229; CHO-K1 hM1, ACh EC80 antagonist; inhibition, % at 3 µM; 360,000 compounds, 1.3% hits;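 active = percent inhibition above its own plate's cutoff, namely the mean of that plate's compound wells plus 3 SD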;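 note: peak over basal fluorescence ratio during 140 s after agonist addition; 0% = ACh EC80 plus DMSO and 100% = DMSO alone without agonist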
M1 PAM – human M1 muscarinic receptor positive allosteric modulators, primary screen, CHO-K1 cells, Fluo-8 calcium fluorescence, 1536-well | CHO-K1 hM1, ACh EC20; 0% = ACh EC20, 100% = maximal ACh | 360,000 compounds, 0.088% hits | activation, % at 3 µM | Muscarinic acetylcholine receptor M1 (Homo sapiens), P11229; in the data active = activation above about 19%, passing the limit was not always enough
CHRM5 agonist – human M5 muscarinic receptor agonists, primary screen, CHO-K1 cells, Fluo-8 calcium fluorescence; Muscarinic acetylcholine receptor M5 (Homo sapiens), P08912; CHO-K1 hM5 cells; 0% DMSO wells, 100% maximal acetylcholine response; activation, % at 3 µM; 360,000 compounds, 0.19% hits; AID 624037, 2012;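 active = activation above the run's mean over test compounds plus 3 SD, cut at about 23% in these data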;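 note: signal is peak over basal fluorescence ratio across the kinetic read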
Target sequence (P08912 whole entry, looked up): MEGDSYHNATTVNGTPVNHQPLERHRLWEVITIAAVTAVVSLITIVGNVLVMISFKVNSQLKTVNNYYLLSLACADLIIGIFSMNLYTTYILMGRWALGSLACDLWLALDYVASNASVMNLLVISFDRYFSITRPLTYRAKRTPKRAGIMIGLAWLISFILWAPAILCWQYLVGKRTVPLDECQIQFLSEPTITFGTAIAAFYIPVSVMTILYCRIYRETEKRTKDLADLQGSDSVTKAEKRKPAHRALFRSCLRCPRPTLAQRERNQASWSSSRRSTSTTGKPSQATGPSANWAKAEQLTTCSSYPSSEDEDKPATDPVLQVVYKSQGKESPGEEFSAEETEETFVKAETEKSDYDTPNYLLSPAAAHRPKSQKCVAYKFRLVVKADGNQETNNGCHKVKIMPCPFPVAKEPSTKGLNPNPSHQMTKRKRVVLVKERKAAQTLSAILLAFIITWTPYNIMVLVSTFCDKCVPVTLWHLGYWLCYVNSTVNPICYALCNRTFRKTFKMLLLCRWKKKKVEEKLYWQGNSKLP
TAAR1 ag – human TAAR1 agonists, primary screen, Fluo-8 calcium fluorescence, CHO RD-HGA16 cells; 360,000 compounds, 0.99% hits; Trace amine-associated receptor 1 (Homo sapiens), Q96RJ0; vehicle wells 0%, saturating PEA agonist 100%; AID 624467, 2012; activation, % at 3 µM;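 active = activation above the mean activation of all test compounds in the run plus 3 SD, cut at about 38% in these data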
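System: CHO-derived RD-HGA16 cells with stable Gα16 and human TAAR1. Times: 17-24 h plating, Fluo-8 75 min 37 °C, 30 min RT. Measured by: calcium-sensitive Fluo-8 signal, excitation 470-495, emission 515-575 nm. Read-out basis: % activation relative to PEA EC100 response. Control set: DMSO and PEA EC100. Repeats: no replicates (n 1).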
CHRM5 PAM – human M5 muscarinic receptor positive allosteric modulators, primary screen, CHO-K1 cells, Fluo-8 calcium fluorescence; Muscarinic acetylcholine receptor M5 (Homo sapiens), P08912; CHO-K1 hM5, ACh EC20 PAM; 0% = ACh EC20, 100% = ACh EC100; activation, % at 3 µM; 360,000 compounds, 0.3% hits; AID 624038, 2012;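 active = activation above the run cutoff, the mean activation of all test compounds plus 3 SD, cut at about 18% in these data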
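Probe or stimulus: acetylcholine, EC20 level; Assay system: human M5 receptor in CHO-K1 cells; Schedule: compound preincubation 140 s before EC20 acetylcholine addition; Technique: intracellular calcium via Fluo-8 fluorescence; Dosing: single-point, 3 µM nominal; Read-out basis: percent activation from peak-over-basal fluorescence ratio, scaled EC20-to-EC100 acetylcholine; Repeats: one well per compound, no replicates.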
CHRM4 antagonist – human M4 muscarinic receptor antagonists, primary screen, CHO cells, Fluo-8 calcium fluorescence; Muscarinic acetylcholine receptor M4 (Homo sapiens), P08173; CHO-hM4 cells, ACh EC80; inhibition, % at 3 µM; 360,000 compounds, 0.73% hits;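 active = inhibition above its plate's cutoff, the mean inhibition of sample wells plus 3 SD, cut at about 27% in these data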;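 note: 0% = acetylcholine EC80 with DMSO and 100% = DMSO without agonist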
Target sequence (P08173 whole entry, looked up): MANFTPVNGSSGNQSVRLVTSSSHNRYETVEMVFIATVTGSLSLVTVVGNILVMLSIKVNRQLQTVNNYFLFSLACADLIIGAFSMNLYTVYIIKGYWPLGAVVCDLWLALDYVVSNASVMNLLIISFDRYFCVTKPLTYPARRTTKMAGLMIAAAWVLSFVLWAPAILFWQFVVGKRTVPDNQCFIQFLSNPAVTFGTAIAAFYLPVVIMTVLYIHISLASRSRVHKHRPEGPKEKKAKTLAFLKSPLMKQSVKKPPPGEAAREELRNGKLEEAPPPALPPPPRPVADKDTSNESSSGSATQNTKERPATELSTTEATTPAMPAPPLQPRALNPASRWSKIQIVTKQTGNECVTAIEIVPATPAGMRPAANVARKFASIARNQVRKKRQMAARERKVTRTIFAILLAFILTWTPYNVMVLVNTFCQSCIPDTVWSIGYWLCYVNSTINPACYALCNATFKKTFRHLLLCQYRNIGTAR
M4 ag – human M4 muscarinic receptor agonists, primary screen, CHO-K1 cells, Fluo-8 calcium fluorescence; activation, % at 3 µM; 360,000 compounds, 0.14% hits; CHO-K1 hM4/Gqi5; vehicle 0%, full acetylcholine response 100%; AID 624127, 2012; Muscarinic acetylcholine receptor M4 (Homo sapiens), P08173;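 active = activation above the run mean over all test wells plus 3 SD, cut at about 32% in these data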;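 note: peak over basal fluorescence ratio per well then scaled between controls; 0% = DMSO wells and 100% = acetylcholine at EC100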
M5 antag – human M5 muscarinic receptor antagonists, primary screen, CHO cells, Fluo-8 calcium fluorescence. Muscarinic acetylcholine receptor M5 (Homo sapiens), P08912. 360,000 compounds, 0.59% hits. inhibition, % at 3 µM. CHO-hM5 cells, ACh EC80;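 active = inhibition above a per-plate cutoff, the mean of that plate's test compounds plus 3 SD, cut at about 27% in these data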;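 note: 0% = acetylcholine EC80 with DMSO and 100% = DMSO without agonist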
Numbers without * were called inactive; . = not tested or not shown. The list is partial (hit frequency here may not be typical).

SMILES	CHRM1 agonist	CHRM1 antagonist	M1 PAM	CHRM5 agonist	TAAR1 ag	CHRM5 PAM	CHRM4 antagonist	M4 ag	M5 antag
CCOC(=O)C1CCN(C(=O)c2ccc3c(=O)n4nc(Nc5cc(C)ccc5C)sc4nc3c2)CC1	-1	-3	-3	-3	20	6	-8	2	-6
CCc1ccccc1NC(=S)NCc1cccn1C	-8	8	-5	-5	4	1	-14	0	-8
CC(C)Oc1cccc(C(=O)C2CCCN(Cc3ccc4nonc4c3)C2)c1 (stereo unspecified)	-6	15	-13	-10	-1	-6	-22	0	8
COC(=O)C1CN(C(=O)C(C)Oc2ccc(C)c(C)c2)c2ccccc2O1 (stereo unspecified)	-4	-7	-1	-6	2	0	-3	0	2
CC(C)CNc1nc(S(=O)(=O)c2ccccc2)c(Cl)s1	-7	5	-1	-4	-1	3	-10	1	6
O=C(CSc1nnc2ccc(-c3ccncc3)nn12)c1cccs1	-4	11	-4	0	0	-5	9	2	3
CC(=O)c1ccc(NC(=O)N[C@@H](Cc2ccccc2)C(=O)O)cc1	-3	-7	6	-1	15	-5	6	3	2
CCOC(=O)C1=C(C)N=c2s/c(=C/c3cccc([N+](=O)[O-])c3O)c(=O)n2C1c1cc(OC)c(OC)c(OC)c1 (stereo unspecified)	-4	2	0	-2	9	-1	4	0	1
CCc1nc2ccc(C(=O)N(CC)CCN(C)C)cn2c1N(C)CCCc1ccccc1	-8	52*	-34	-2	6	-11	27*	1	4
CCOc1ccc(N2C(=O)CSC2=NC#N)cc1	-4	-5	2	2	3	-4	5	1	10
Cc1c(Cl)cn2c(=O)cc(CN3CCN(c4ccccc4)CC3)nc2c1Cl	-6	14	-14	-2	3	-4	6	0	2
C=CCc1cc(Cl)ccc1OCCNCCN1CCOCC1	-7	25	-20	-19	2	-24	-1	3	15
c1ccc(-c2noc(-c3ccco3)n2)nc1	-2	-5	7	-2	8	-4	3	1	5
O=C1CCCC(O)=C1N=Nc1ccc2c(c1)OCO2	-3	-5	-2	2	2	-1	-1	1	-5
CCCC12CN3CC(C)(CN(C1)C31C(=O)Nc3ccc(C)cc31)C2=O (stereo unspecified)	-6	0	-2	-1	8	-3	6	0	9
Cc1ccccc1NC(=S)N(CCN(C)C)C(C)c1ccco1 (stereo unspecified)	-5	1	2	-1	1	-5	0	1	10
O=C(NCc1ccco1)c1cc(C(=O)C2CC2)c[nH]1	-4	-4	0	1	5	3	2	0	2
Cc1ccnc(SCCn2c(N3CCN(C)CC3)nc3c2c(=O)n(C)c(=O)n3C)n1	-3	6	4	-1	3	-1	-1	1	2
CSc1ccn(CCC(=O)O)c(=O)n1	0	-7	3	-3	4	-2	5	0	6
CCC1([N+](=O)[O-])COC(c2ccc(Cl)cc2)OC1 (stereo unspecified)	-5	-7	3	-2	-1	9	-10	2	2
CC(C)(CN1CCN(Cc2ccccc2)CC1)NS(=O)(=O)c1ccccc1	-5	16	-10	-18	4	-15	-12	4	8
CNC(=O)c1c(NC(=O)C(C)C)sc2c1CCC2	-4	1	5	-3	-2	-2	2	0	8
COc1cccc(OC2OC3COC(C)(C)OC3C(O)C2NC(C)=O)c1 (stereo unspecified)	-2	-8	5	-8	0	-14	-3	1	11
Cc1ccc(C(C(=O)NCc2ccccc2)N(Cc2cccs2)C(=O)c2ccc3c(c2)OCCO3)cc1 (stereo unspecified)	-2	33*	-17	2	16	-18	5	13	20
CSC1=NC(C)(C)C=C(/C=C/c2ccc(Cl)cc2Cl)N1	-12	-4	13	-4	6	-1	-2	1	-4
Cc1cccc(NC(=O)c2c(O)c3ccccc3[nH]c2=O)c1	-2	-7	9	-4	0	1	-3	0	7
Cc1cc(C)c(C(=O)COC(=O)c2cc([N+](=O)[O-])ccc2N2CCOCC2)cc1C	-3	-3	7	3	3	0	-5	0	4
O=C(CNC(=O)c1ccco1)NCC(=O)OCc1ccc(F)cc1	-2	-6	5	-3	4	3	-15	-1	6
NC(=O)C1(N2CCCCC2)CCN(CC(=O)Nc2ccccc2-c2ccccc2)CC1	-6	4	-5	0	25	5	7	-1	-2
O=C(NCCCn1ccnc1)/C(=C/c1ccc(F)cc1)NC(=O)c1ccccc1	-3	-11	9	0	2	8	-3	1	-7
Cc1ccc(S(=O)(=O)Oc2ccc3ccc(O)cc3c2)cc1	-3	-3	1	-2	0	-13	8	2	6
O=C(COc1ccc(F)cc1)Nc1nc(-c2cccnc2)cs1	0	-5	2	3	5	-7	-12	16	0
O=C(Nc1cc(Cl)ccc1O)c1cc(-c2ccco2)on1	-3	-5	-2	-4	0	-10	6	2	12
Cc1onc(-c2c(Cl)cccc2Cl)c1C(=O)NCc1ccc(S(N)(=O)=O)cc1	-1	-8	-1	-1	4	0	-16	1	4
Cc1cc(NC(=O)c2ccccc2)nc2c1c(=O)oc1ccccc12	-2	-5	3	-3	9	-1	3	1	2
COc1ccc(NS(=O)(=O)c2cccc(C(=O)NC3CCC(O)CC3)c2)cc1 (stereo unspecified)	-1	-16	11	0	3	-2	-1	1	11
O=C(NCc1ccccc1)c1cc(C2CCCN(S(=O)(=O)c3ccccc3)C2)on1 (stereo unspecified)	0	-10	-3	-4	3	2	-5	7	13
O=C(NC1CCCCCC1)C1c2ccccc2C(=O)N1Cc1cccnc1 (stereo unspecified)	-3	7	-3	2	3	-14	7	8	-6
O=C(Nc1ccc(-c2nc3ccccc3s2)cc1)C1=COCCO1	-4	3	7	-2	1	-3	-7	0	4
CN(C(=O)C1CC1)c1ccccc1	-1	-7	-1	0	6	-1	-9	1	0
CCOc1cc(N2CCOCC2)c(OCC)cc1NC(=O)c1ccccc1N1CCCC1=O	-3	4	-2	2	2	-2	4	3	0
COc1cccc(-c2noc(C3CCCN(C(=O)c4cccc(F)c4)C3)n2)c1 (stereo unspecified)	-1	-19	10	-2	4	1	0	3	13
Cc1onc(-c2c(Cl)cccc2Cl)c1C(=O)N1CCN(c2ccccc2F)CC1	2	-6	6	0	1	-8	-3	6	5
Cc1ccc(-c2nnn(CC(=O)N(CCO)C(C(=O)NC3CCCC3)c3ccc(F)cc3)n2)o1 (stereo unspecified)	-5	2	-1	1	14	-1	-14	5	-13
CC(C)CN1C(=O)C(=Nc2cccnc2)c2ccccc21	0	-17	11	13	1	-2	-3	0	4

Full records as entered above. Order of screens: CHRM1 agonist | CHRM1 antagonist | M1 PAM | CHRM5 agonist | TAAR1 ag | CHRM5 PAM | CHRM4 antagonist | M4 ag | M5 antag
Cc1ccc(-c2nnn(CC(=O)N(CCO)C(C(=O)NC3CCCC3)c3ccc(F)cc3)n2)o1 (stereo unspecified) in the list: -5 | 2 | -1 | 1 | 14 | -1 | -14 | 5 | -13
COc1ccc(NS(=O)(=O)c2cccc(C(=O)NC3CCC(O)CC3)c2)cc1 (stereo unspecified) in the list: -1 | -16 | 11 | 0 | 3 | -2 | -1 | 1 | 11

(further entries)
SMILES	CHRM1 agonist	CHRM1 antagonist	M1 PAM	CHRM5 agonist	TAAR1 ag	CHRM5 PAM	CHRM4 antagonist	M4 ag	M5 antag
O=c1cc(OCc2ccccc2)cc[nH]1	-1	4	7	3	0	-5	4	2	2
COc1ccccc1N(C)S(=O)(=O)c1ccc(C(=O)Nc2cccc(S(=O)(=O)N3CCOCC3)c2)cc1	-4	38*	-22	1	21	-24	10	21	20
CCCc1cc(C(=O)NCc2ccccc2)no1	-4	0	-3	0	1	-6	-3	-1	0
C[C@H]([C@@H](O)[C@@H](O)[C@@H](C)C(C)(C)C)[C@H]1CC[C@H]2C3CC[C@H]4C[C@H](OS(=O)(=O)O)[C@@H](OS(=O)(=O)O)C[C@]4(C)[C@H]3CC[C@]12C (stereo partly specified)	13	-10	15	17	7	5	-12	0	-3
Cn1nnnc1NCc1c(F)cccc1Cl	-2	-14	9	1	0	2	1	1	-3
CC(C)[C@H](NC(=O)OC(C)(C)C)c1cc(C(=O)N2CCOCC2)c(N)s1	.	.	.	-3	-1	-2	-7	0	2
CCOC(=O)Cc1cc(=O)n2[nH]c(-c3ccc(C)cc3)cc2n1	-3	4	-5	-1	-2	-4	4	1	9
CCOc1ccc(NC(=O)CN2CCN(C(=O)c3ccco3)CC2)cc1S(=O)(=O)N1CCCC1	-5	-5	4	2	3	-2	1	1	-4
COc1ccc(OCCSc2nnc(Cc3cccc4ccccc34)n2N)cc1	-4	-5	7	-3	-2	-4	2	3	9
CCOC(=O)C(C)Sc1nc(-c2ccco2)cc(C(F)(F)F)c1C#N (stereo unspecified)	-3	-8	0	-7	-3	-13	-7	-1	-11
O=C(COC(=O)[C@H](Cc1ccccc1)NS(=O)(=O)c1ccccc1F)NC1CCCCC1	-5	-2	5	-3	5	-11	0	3	13
Cc1ccc(NC(=S)N=Nc2c(O)n(C)c3ccc(S(=O)(=O)N4CCOCC4)cc23)cc1C	-5	-10	9	2	-1	-7	-6	1	8
CCN(C(=O)CSc1nc2ccccc2c(=O)n1CCOC)C1CCS(=O)(=O)C1 (stereo unspecified)	-4	-10	14	2	1	6	-4	2	8
COc1ccc(OCC(CO)N2CCN(c3ccccc3)CC2)cc1 (stereo unspecified)	-6	-8	4	-5	4	-6	-2	1	17
Cc1cccc(-c2nc(-c3ccncc3)no2)c1	-2	9	-2	-3	4	1	0	0	15
COc1ccccc1-c1nn(Cc2ccccc2)cc1C(=O)N1CCN(c2ncccn2)CC1	-5	7	-3	-1	12	-2	8	3	5
CN(C(=S)NC(=O)c1ccc(Cl)cc1)C1CCCCC1	-4	-2	-1	-3	-2	-2	-5	1	-12
O=C(N/N=C/c1cn(-c2ccccc2)nc1-c1cccs1)c1ccccc1F	-5	16	-4	1	.	-7	-1	6	8
CCCCOc1ccc(NC2=NC3(CCCC3)N=C(N)N2)cc1	-3	3	-4	-17	3	-6	5	0	4
N#C/C(=C/c1ccc(-c2ccc(C(=O)O)c(Cl)c2)o1)C(=O)NCC1CCCO1 (stereo unspecified)	-4	-2	6	3	2	-1	-4	1	-2
CC(=O)Nc1ccc2cnn(C(C)=O)c2c1	-1	-14	5	-1	1	0	-16	2	6
COC(=O)CSc1cc(C(=O)c2nccn2C)c2ccccc2n1	0	-1	0	-2	3	-8	1	2	-1
COc1cc(OC)c(C(=O)C=Cc2ccc(OC)c(OC)c2)c(OC)c1	5	-10	6	5	0	6	-1	1	6
c1ccc(CCN(Cc2ccccc2)C2CCN(C3CCCC3)CC2)cc1	-6	1	-2	-3	2	-5	-3	12	8
